Bioassay records from PubChem.
NTR1 ag: agonists of NTR1, primary screen, imaging, U2OS cells, beta-arrestin-GFP, high content (AID 493036); NTR1-U2OS beta-arrestin-GFP spot imaging, agonist mode; activation, % at 20 µM; actives 0.17% (n = 330,000);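 active means activation at or above 40% of the spot to cytoplasm intensity ratio, with at least 20 cells analyzed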;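 further: 0% = DMSO without peptide and 100% = 100 nM NTR1 peptide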
Target sequence (P30989 whole entry, looked up): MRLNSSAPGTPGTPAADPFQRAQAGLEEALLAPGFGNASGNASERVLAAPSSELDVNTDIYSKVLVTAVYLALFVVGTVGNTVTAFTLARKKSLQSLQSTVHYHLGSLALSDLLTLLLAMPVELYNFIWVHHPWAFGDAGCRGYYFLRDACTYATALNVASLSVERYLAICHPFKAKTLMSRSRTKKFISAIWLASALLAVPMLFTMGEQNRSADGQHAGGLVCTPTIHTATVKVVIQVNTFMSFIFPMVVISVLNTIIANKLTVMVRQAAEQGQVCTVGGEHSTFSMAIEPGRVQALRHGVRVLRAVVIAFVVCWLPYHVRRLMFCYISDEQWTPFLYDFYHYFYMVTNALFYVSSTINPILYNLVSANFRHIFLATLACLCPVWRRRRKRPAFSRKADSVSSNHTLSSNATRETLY
NTR1 ag cell count 20 µM: further read-out of NTR1 ag, marked with its call; cell count; measured here: cell count, cytotoxicity flag
An asterisk follows results filed as active.

Order of results – NTR1 ag, NTR1 ag cell count 20 µM
CC1CCN(C(=O)COC(=O)c2cccc(NS(=O)(=O)c3ccccc3)c2)CC1
    2.7, 50
CCCCNc1c(-c2ccc(SC(C)CC)cc2)nc2cnccn12 (stereo unspecified)
    33, 54
Cc1ccc(NC(=O)Cn2c(=O)cnc3ccccc32)cc1S(=O)(=O)N1CCCCC1
    2.2, 50
COc1cc(CCC(=O)OCC(=O)NCCc2ccc(S(N)(=O)=O)cc2)cc(OC)c1OC
    -0.9, 61
COc1ccc(C(C)(C)C)cc1NC(=O)COc1ccc(-c2nnco2)cc1
    3.0, 58
NC(=O)C1CC(=O)N(c2ccc(OCC(=O)Nc3ccccc3F)cc2)C1 (stereo unspecified)
    -0.1, 53
COC(=O)[C@@]1(Cc2ccccc2)[C@H]2C(=O)N(Cc3ccccc3)C(=O)[C@H]2[C@H]2CN=C(SCc3ccc(C)cc3)N21
    1.7, 57
CC(C)CN(C(=O)/C=C/c1nc2ccccc2s1)C1CCS(=O)(=O)C1 (stereo unspecified)
    -0.5, 56
CC(=O)NC(c1cc(Cl)c2ccccc2c1O)C(C)C (stereo unspecified)
    0.3, 66
CN(C)CC/C=C1\c2ccccc2CSc2ccccc21
    4.7, 49
COc1ccc(C)cc1NC(=O)CN1CCN(S(=O)(=O)c2ccc3ccccc3c2)CC1
    2.4, 61
COc1ccc(C2(C)NC(=O)N(CC(=O)N(c3ccccc3)C3CCS(=O)(=O)C3)C2=O)cc1 (stereo unspecified)
    -0.2, 56
CCOc1ccc(NC(=O)c2cc(C3CC3)nc3c2cnn3C(C)C)cc1OC
    0.6, 63
CC(=O)N1CCN(C(=O)CSc2ncnc3sc(C)c(C)c23)CC1
    1.3, 65
Oc1cc2c(cc1O)CN(C(=S)NCCc1ccc(Cl)cc1)CCC2
    4.7, 51
CCOc1ccc(OCC(=O)OCc2cc(=O)n3cc(Br)ccc3n2)cc1
    2.9, 50
O=C(CNC(=O)c1ccc(F)cc1)NCc1ccccn1
    2.4, 47
O=C1C=C(c2ccc(F)cc2OCc2ccccc2)C[C@@H](c2ccc(F)cc2)C1
    5.7, 54
NC(=O)c1ccsc1NC(=O)COC(=O)Cc1c[nH]c2ccccc12
    1.4, 60
Cc1ccc(NC(=O)NC(=O)CN2CCC(C(N)=O)CC2)c(C)c1
    -2.0, 64

A draw from above in order of SMILES length, largest number first:
Order of results – NTR1 ag, NTR1 ag cell count 20 µM
CC1CCN(C(=O)COC(=O)c2cccc(NS(=O)(=O)c3ccccc3)c2)CC1
    2.7, 50
COc1ccc(C(C)(C)C)cc1NC(=O)COc1ccc(-c2nnco2)cc1
    3.0, 58
CC(=O)N1CCN(C(=O)CSc2ncnc3sc(C)c(C)c23)CC1
    1.3, 65
CCCCNc1c(-c2ccc(SC(C)CC)cc2)nc2cnccn12 (stereo unspecified)
    33, 54

The main list resumes with the six entries that preceded the break.
Order of results – NTR1 ag, NTR1 ag cell count 20 µM
Oc1cc2c(cc1O)CN(C(=S)NCCc1ccc(Cl)cc1)CCC2
    4.7, 51
CCOc1ccc(OCC(=O)OCc2cc(=O)n3cc(Br)ccc3n2)cc1
    2.9, 50
O=C(CNC(=O)c1ccc(F)cc1)NCc1ccccn1
    2.4, 47
O=C1C=C(c2ccc(F)cc2OCc2ccccc2)C[C@@H](c2ccc(F)cc2)C1
    5.7, 54
NC(=O)c1ccsc1NC(=O)COC(=O)Cc1c[nH]c2ccccc12
    1.4, 60
Cc1ccc(NC(=O)NC(=O)CN2CCC(C(N)=O)CC2)c(C)c1
    -2.0, 64
CC[C@]12c3[nH]c4ccc(Cl)cc4c3CCN1C(=O)[C@@H](CC(=O)NC/C=C(\C)CCC=C(C)C)C[C@@H]2C(=O)N1CCN(C(=O)C2CC2)CC1
    16, 59
CC(C)=C[C@@H]1C[C@H](C)[C@H]2CC[C@H](C)c3c(O[C@@H]4O[C@@H](C)[C@@H](O)[C@@H](O)[C@@H]4O)c(O)c(C)c1c32
    14, 64
COc1ccc(NC(=O)C(C)N2C(=O)c3ccccc3S2(=O)=O)c(OC)c1 (stereo unspecified)
    -0.8, 55
CSCCC(NC(=O)COc1ccccc1)C(=O)OCCOc1ccc(Br)cc1 (stereo unspecified)
    1.1, 47
C=CCn1c(SCC(=O)NC2(C)CCS(=O)(=O)C2)nc2ccccc21 (stereo unspecified)
    -0.5, 48
C=CC[C@@H](CC(=O)N[C@H](CO)Cc1ccccc1)C(=O)N[C@@H](COC(=O)[C@H](CC=C)CC(=O)OC(C)(C)C)Cc1ccccc1
    8.9, 60
COc1ccc(CCNC(=O)COC(=O)c2cccs2)cc1
    1.3, 60
O=C(CCSc1ccc(F)cc1)NNC(=O)c1ccc([N+](=O)[O-])cc1
    -0.4, 62
O=C(NCCSc1ncc(-c2ccc(F)cc2)[nH]1)c1ccc2c(c1)OCO2
    -0.3, 56
CC(=O)Nc1ccc(S(=O)(=O)NCCC(=O)OCC(=O)c2ccccc2)cc1
    -0.8, 57
CSc1ncccc1C(=O)OCC(=O)N1CCN(C(=O)c2ccco2)CC1
    0.8, 61
CC(OC(=O)COc1ccc(Nc2ccccc2)cc1)C(=O)N(C)c1ccccc1 (stereo unspecified)
    2.0, 64
Cc1ccc2sc(N3CCN(C(=O)C4=COCCO4)CC3)nc2c1C
    1.6, 63
Cc1ccc(S(=O)(=O)N2CCN(C(=O)Cc3sc(C)nc3-c3ccc(F)cc3)CC2)c(C)c1
    0.5, 58
CCN(CC(=O)Nc1c(F)cccc1F)C(=O)c1ccc(N2CCCC2)c([N+](=O)[O-])c1
    -1.1, 59
O=C1CCc2cc(S(=O)(=O)N3CCCCC3)cc3c2N1CC3
    0.7, 80
Cc1ccc(NC(=O)COC(=O)[C@@H]2CC(O)CN2S(=O)(=O)c2ccc3c(c2)OCCO3)cc1 (stereo partly specified)
    -0.5, 62
CC1(NC(=O)c2cccc(S(=O)(=O)N3CCN(c4ccc(F)cc4)CC3)c2)CCS(=O)(=O)C1 (stereo unspecified)
    -1.6, 39
CCN(CC)S(=O)(=O)c1ccc(OC)c(NC(=O)c2ccc(N3CCCC3=O)cc2)c1
    0.6, 52
CCCSc1ccc([C@@H]2[C@H]3C(=O)N(CC)C(=O)[C@H]3[C@]3(C(=O)OC)CCCCN23)cc1
    -2.9, 75
CC(=O)Nc1cccc(-c2cnc(N)c(C(=O)c3cccnc3)n2)c1
    2.0, 58
CN1CCN(S(=O)(=O)c2cccc(C(=O)N(C)Cc3c(F)cccc3Cl)c2)CC1
    -1.2, 57
Cc1ccc(NS(=O)(=O)c2cccc(C(=O)N3CCCC(C)C3)c2)cc1 (stereo unspecified)
    -0.3, 95
Cc1ccc(C(=O)NNC(=O)c2ccncc2)cc1S(=O)(=O)N1CCOCC1
    0.2, 62
Cc1cc(C)c(CN2CCN(C(=O)Cn3cnc4c(NCc5ccccc5)ncnc43)CC2)c(C)c1
    6.9, 40
CC(C(=O)O)C(=O)O
    1.1, 52
COC(=O)c1ccc(CNC(=O)CCNC(=O)c2ccco2)cc1
    -1.3, 51
CCC(c1ccc(O)cc1)C(CC)c1ccc(O)cc1 (stereo unspecified)
    2.0, 62
CCOc1ccc(NC(=O)CN2CCCC2c2cccs2)cc1S(=O)(=O)N1CCCC1 (stereo unspecified)
    -2.5, 62
O=C(Nc1ccc(OC(F)F)cc1)c1cc(S(=O)(=O)N2CCCCC2)ccc1N1CCOCC1
    1.5, 55
Cc1cc(NC(=O)CSc2n[nH]c(-c3ccccc3Br)n2)no1
    -0.2, 62
CC(=O)Oc1cccc(/C=N\NC(=O)C(=O)N/N=C/c2cccc(OC(C)=O)c2)c1
    1.9, 63
O=C(O)COc1ccccc1C=NNc1ccc([N+](=O)[O-])cc1S(=O)(=O)Nc1ccc(Cl)cc1
    -0.5, 45
CCc1nnc(NC(=O)c2cc([N+](=O)[O-])ccc2N2CCOCC2)s1
    -0.1, 43
CCOc1ccc(CCNC(=O)c2ccc(Cl)c(S(=O)(=O)N3CCOCC3)c2)cc1OCC
    0.1, 63
Cc1ccc(NC(=O)CSC(C)C(=O)OC(C)C(=O)NC2CCCCC2C)cc1 (stereo unspecified)
    0.2, 57
O=C(CCNS(=O)(=O)c1ccccc1)OCC(=O)c1ccc(Br)cc1
    -0.4, 50
O=C(COC(=O)C1CC2CCCC(C1)C2=O)NNC(=O)c1ccccc1F (stereo unspecified)
    0.4, 42
O=C(CCC(=O)c1cccs1)NNC(=O)c1ccccc1O
    1.1, 58
Cc1ccc(S(=O)(=O)N2CCCC2CNC(=O)C(=O)NCCN2CCOCC2)cc1 (stereo unspecified)
    -0.5, 70
Cc1ccc(S(=O)(=O)N(CCC(=O)NCc2ccc(S(N)(=O)=O)cc2)c2ccccc2)cc1
    0.6, 70
COc1ccc(OC)c(NC(=O)C2CCN(S(=O)(=O)c3ccc4c(c3)OCCO4)CC2)c1
    -0.3, 70
COc1ccccc1CNC(=O)COC(=O)c1ccc(S(=O)(=O)N2CCCCC2)cc1
    1.9, 54
N#Cc1cccc(NC(=O)C2CCCN(C(=O)c3ccc(Cl)cc3)C2)c1 (stereo unspecified)
    1.5, 66
Cc1ccc(OC(C)C(=O)OCC(=O)Nc2sccc2C(N)=O)cc1 (stereo unspecified)
    1.8, 48
Cc1ccccc1-c1cc(=O)c2ccccc2o1
    -2.2, 51
COc1cccc(-c2ncc3ccccc3c2COC(=O)CCCC(=O)O)c1
    3.4, 64
N#CC1(NC(=O)COc2ccc3ccc(=O)oc3c2)CCCCC1
    0.0, 61
O=C(c1ccc(Cl)s1)N1CCN(S(=O)(=O)c2ccc(Cl)cc2)CC1
    3.1, 63
COc1ccc(C2C3=C(CC(C)(C)CC3=O)Oc3ncn4nc(-c5cccnc5)nc4c32)cc1 (stereo unspecified)
    0.3, 65
CCCN(C(=O)C(NC(=O)c1ccccc1)C(C)C)c1c(N)n(Cc2ccccc2)c(=O)[nH]c1=O (stereo unspecified)
    2.7, 54
O=C(CSc1nc(=O)n2ccccc2n1)N1CCC(Cc2ccccc2)CC1
    0.0, 44
Cc1ccc(NC(=O)CNNC(=O)c2cccc([N+](=O)[O-])c2)cc1[N+](=O)[O-]
    1.7, 53
COCCN(C(=O)COC(=O)Cc1ccc(Cl)cc1Cl)c1c(N)n(Cc2ccccc2)c(=O)[nH]c1=O
    -0.7, 70
O=C(CCNC(=O)c1ccc([N+](=O)[O-])cc1)Nc1cccc(S(=O)(=O)N2CCOCC2)c1
    -0.4, 65
O=C(CNC(=O)c1ccccc1Cl)NCC(c1cccs1)N1CCOCC1 (stereo unspecified)
    -0.8, 58
CC(Sc1ccccc1)C(=O)NCC(c1ccco1)N1CCCCC1 (stereo unspecified)
    2.0, 58
Cc1cc(C(=O)COC(=O)COc2ccccc2C#N)c(C)n1CC1CCCO1 (stereo unspecified)
    2.4, 52
CCC/C(=C1/c2ccccc2C(=O)N1c1ccccc1)c1ccc2c(c1)OCO2
    6.5, 52
O=C(COC(=O)c1cc(S(=O)(=O)N2CCOCC2)ccc1F)Nc1c(Cl)cccc1C(F)(F)F
    2.5, 74

Further compounds.
SMILES | NTR1 ag | NTR1 ag cell count 20 µM
COc1ccc(C(=O)COC(=O)CCS(=O)(=O)c2ccc(C)cc2)c(OC)c1 | -0.1 | 58
Cc1cc(Cn2nc(-c3ccccc3)cc2C(=O)NCC2CC2)on1 | -2.4 | 81
CCCn1c(C)cc(C(=O)CN2C(=O)c3ccccc3C2=O)c1C | -1.1 | 54
CC1CCc2[nH]c3ccc(C(=O)N(C)CC(=O)Nc4ccccc4Cl)cc3c2C1 (stereo unspecified) | 2.4 | 52
CC(NC(=O)c1ccccc1Br)C1CC2CCC1C2 (stereo unspecified) | 0.2 | 55
COc1cc(OC)cc(-c2c(C#Cc3ccsc3)c3cc(Br)ccc3n2C)c1 | 3.6 | 69
Cc1c(C(=O)N2CCN(c3ncccn3)CC2)oc2ccc(Cl)cc12 | 2.5 | 69
COc1ccc(S(=O)(=O)NCc2ccccn2)cc1NC(=O)c1ccc(C)cc1 | -0.3 | 44

The final 3 entries of the part before open the next one.
SMILES | NTR1 ag | NTR1 ag cell count 20 µM
COc1cc(OC)cc(-c2c(C#Cc3ccsc3)c3cc(Br)ccc3n2C)c1 | 3.6 | 69
Cc1c(C(=O)N2CCN(c3ncccn3)CC2)oc2ccc(Cl)cc12 | 2.5 | 69
COc1ccc(S(=O)(=O)NCc2ccccn2)cc1NC(=O)c1ccc(C)cc1 | -0.3 | 44
C[C@H](CO)N1C[C@H](C)[C@@H](CN(C)S(=O)(=O)c2ccc(F)cc2)Oc2ccc(NS(=O)(=O)c3cccs3)cc2C1=O | 12 | 60
COc1cc(OC)cc(-c2c(-c3cccs3)c3cc(-c4ccc(OC)nc4)ccc3n2C)c1 | 8.2 | 44
NC(=O)c1ccc(-c2nnn(CC(=O)N(C3CCCCC3)C3CCS(=O)(=O)C3)n2)cc1 (stereo unspecified) | -1.1 | 54
Cc1c(C(=O)N2CCN(S(=O)(=O)c3ccc(F)cc3)CC2)oc2ccccc12 | 2.3 | 64
Cc1c[nH]c2ccccc12 | 1.7 | 50
Fc1ccccc1-c1cc2cc3c(cc2cn1)OCO3 | -0.3 | 43
C=C(Br)CN1[C@@H](Cc2ccccc2)[C@H](O)[C@@]23C=C[C@@H](C[C@@H]2S1(=O)=O)O3 | -0.6 | 58
O=C(Cn1ncc(Cl)c(Cl)c1=O)c1ccc2c(c1)OCCO2 | 4.5 | 40
COc1ccc(C)cc1NC(=O)C(OC(=O)c1cnc(C)cn1)c1ccccc1 (stereo unspecified) | 0.5 | 55
COc1ccc(-n2c(SCC(=O)N(C)C3CCS(=O)(=O)C3)nc3ccc(O)cc3c2=O)cc1OC (stereo unspecified) | -0.7 | 51
O=c1oc(C2(O)CCCCC2)cc2ccc(Br)cc12 | 0.6 | 61
COc1cc2oc(=O)cc(-c3ccc(-c4ccc(C#N)cc4)cc3)c2c(OC)c1OC | 6.6 | 51
CCCCn1c(N)c(N(CCOC)C(=O)C2CCCN(C(=O)c3ccc(Cl)cc3)C2)c(=O)[nH]c1=O (stereo unspecified) | -2.2 | 44
CCOC(=O)c1ccc(S(=O)(=O)N2CCC(C(=O)NCC3CCCCC3)CC2)cc1 | -1.0 | 97
O=C(CSc1nnc(Nc2ccccc2F)s1)NC1CC1 | 5.0 | 48

The list is partial (hit frequency here may not be typical).
